FN deposit inh – fibronectin deposition inhibition; AH1F fibroblasts, Alexa488-fibronectin deposition fluorescence, overnight; inhibition, % at 12.6 µM; hit rate 0.086% among 350,000; AID 743247;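 active = mean inhibition across replicates of 30% or more, regardless of how many single replicates reach that level; inconclusive = mean under 30% yet at least half of replicates reach 30%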;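 also: positive control wells lacked labelled fibronectin entirely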
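Material – AH1F fibroblast monolayer, labelled fibronectin deposition · Reagent – labelled fibronectin 24 nM · Timing – 1 h adhesion, overnight exposure · Measured by – fluorescence at 485 nm excitation, 525 nm emission · Read-out – inhibition of fibronectin deposition signal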
Statin myotox sup – protects C2C12 myotubes from simvastatin toxicity; rescue of ATP level, % at 7.49 µM; AID 602340; hit rate 0.78% among 330,000; ATP luminescence, 48 h; scaled: DMSO 0, geranylgeraniol control 100;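 active = mean ATP rescue above about 67%, or every replicate alone reaching that limit, limit read from the data, passing the limit was not always enough; inconclusive = no clear call, values can overlap the other calls; inactive = mean under the limit and some replicate under it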;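 also: myotubes were challenged with 10 µM simvastatin during compound exposure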
SIRT5 inh – blocks human SIRT5 desuccinylation of peptide; Q9NXA8; Purified SirT5, succinyl-peptide AMC, trypsin-coupled fluorescence; inhibition, % at 15 µM; hit rate 1.1% among 330,000; AID 652115; in the data active = inhibition above about 15%; inconclusive = no clear call, values can overlap the other calls
Target sequence (Q9NXA8 whole entry, looked up): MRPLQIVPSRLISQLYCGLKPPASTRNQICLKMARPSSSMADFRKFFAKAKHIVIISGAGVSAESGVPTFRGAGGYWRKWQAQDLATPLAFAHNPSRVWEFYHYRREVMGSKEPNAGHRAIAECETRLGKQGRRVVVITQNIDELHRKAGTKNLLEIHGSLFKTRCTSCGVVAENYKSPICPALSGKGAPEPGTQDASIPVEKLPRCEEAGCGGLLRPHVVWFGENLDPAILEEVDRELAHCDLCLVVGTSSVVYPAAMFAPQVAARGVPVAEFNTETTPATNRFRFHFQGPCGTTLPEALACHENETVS
S100A4 inh HTS – blocks human S100A4 binding to myosin IIA peptide; P26447; S100A4/TAMRA-MyoIIA peptide fluorescence polarization; inhibition, % at 10.7 µM; hit rate 0.14% among 360,000; AID 652163;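 active = mean inhibition of at least 70% across replicates, with every replicate also reaching that level; inconclusive = mean inhibition reaches 70% but some replicates fall short; inactive = mean inhibition below 70%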
Target sequence (P26447 whole entry, looked up): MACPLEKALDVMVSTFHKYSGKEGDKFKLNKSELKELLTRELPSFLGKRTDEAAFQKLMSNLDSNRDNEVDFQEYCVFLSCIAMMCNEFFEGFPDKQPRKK
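Assay system: human S100A4 monomer with TAMRA-labelled myosin IIA peptide / Buffer or medium: Calcium-containing HEPES buffer, pH 7.2 / Reagent: TAMRA-labelled myosin IIA heavy-chain peptide probe, 5 nM / Compound: one dose per compound / Timing: polarization read 5 min after assay mix addition, stable 5–60 min / Benchmarks: neutral control DMSO, positive control TFP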
Casp6 inh – caspase-6 (human) enzyme inhibition; hit rate 0.53% among 350,000; purified caspase-6, Z-VEID-R110 cleavage fluorescence; inhibition, % at 12.5 µM; P55212; AID 686996;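 active = mean inhibition across replicates at least about 35%, with every replicate also reaching that limit, limit read from the data; inconclusive = only one of the two criteria met; inactive = neither criterion met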;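 also: 0% = median of neutral control wells and 100% = no fluorescence left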
Target sequence (P55212 24-179 limits assumed): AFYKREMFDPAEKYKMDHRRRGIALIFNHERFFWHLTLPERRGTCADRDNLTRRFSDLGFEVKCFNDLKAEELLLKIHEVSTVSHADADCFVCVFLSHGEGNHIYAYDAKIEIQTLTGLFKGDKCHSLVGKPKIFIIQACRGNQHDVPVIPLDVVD
Target sequence (P55212 194-293 limits assumed): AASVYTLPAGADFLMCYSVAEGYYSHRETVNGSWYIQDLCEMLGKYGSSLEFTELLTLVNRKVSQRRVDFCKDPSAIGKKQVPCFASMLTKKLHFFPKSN
esBAF inh – inhibitors of esBAF chromatin remodeling in mouse ES cells; AID 602393; Bmi1-luciferase knock-in reporter, 24 h; 100% = twice the neutral-well signal; reporter increase, % at 12.5 µM; hit rate 2% among 350,000; in the data active = activation above about 40%; inconclusive = no clear call, values can overlap the other calls;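 also: 0% = median of the plate's neutral control wells and 100% = double that signal; a rise in the Bmi1 reporter signal indicates esBAF inhibition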
LGR2 antag – Drosophila LGR2 receptor signaling inhibition; hit rate 0.35% among 380,000; inhibition, % at 9.99 µM; AID 720647; HEK293 LGR2, CRE-luciferase, bursicon-stimulated, 4 h;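 active = drop in luminescence signal, shown as inhibition above about 50% in the replicate tests, limit read from the data, passing the limit was not always enough; inconclusive = probably only some replicates passing the limit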;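 also: agonist challenge used bursicon conditioned medium at about half maximal strength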
* marks the source's active call; other numbers are inactive results; ? = inconclusive; nt = not tested or not shown.

SMILES	FN deposit inh	Statin myotox sup	SIRT5 inh	S100A4 inh HTS	Casp6 inh	esBAF inh	LGR2 antag
Cn1c(N)c(C(=O)COC(=O)c2cc(C3CC3)nc3ccccc23)c(=O)n(C)c1=O	9.0	-7.0	-1.3	0.3	2.9	-9.3	10.9
CC(C)(C)OC(=O)N1CCC(CC2CC(c3cccc(Br)c3)=NO2)(C(=O)O)CC1 (configuration not stated)	-13.0	-1.9	nt	0.8	1.1	-0.3	-15.8
CC(=O)Nc1ccc2c(c1)C(=O)c1cccc(C(=O)O)c1-2	2.6	nt	-4.9	-38.6	1.3	nt	-3.3
CN(CC(=O)NC1CCCc2ccccc21)C1CCCCC1 (configuration not stated)	2.4	nt	-2.8	3.1	-3.9	nt	11.4
Cc1ccc(S(=O)(=O)N2CCCc3cc(NC(=O)c4c(F)cccc4F)ccc32)cc1	5.2	-5.4	-5.3	-5.4	-0.2	5.9	17.1
C[C@H](CO)N1C[C@H](C)[C@H](CN(C)C(=O)Nc2ccc(C(F)(F)F)cc2)Oc2ccc(NC(=O)CCC(F)(F)F)cc2C1=O	nt	-14.8	1.0	5.7	-2.1	-1.5	1.8
O=C(COC(=O)c1ccc(Cl)cc1O)NC(=O)C1CCCCC1	1.7	nt	-1.1	1.5	7.8	nt	14.2
CCn1c(SCc2ccc(Cl)c(Cl)c2)nnc1C(C)NC(=O)c1ccc(OC)cc1 (configuration not stated)	4.0	nt	nt	-1.3	-0.5	nt	-10.6
Cc1c(Cl)cccc1N(CC(=O)N1CCCCCC1)S(C)(=O)=O	nt	-10.5	-0.6	-15.6	-3.9	-7.9	2.3
Cc1ccc(NC(=O)Cn2cccc2)c(Br)c1	-10.3	3.3	nt	nt	nt	14.7	9.0
COc1ccc(OC)c(NC(=O)c2nc(-c3ccccc3)oc2C)c1	-26.9	-1.4	-5.6	-2.0	-2.2	-2.1	20.4
O=C(COC(=O)C1CC1)NCCc1ccc(Cl)cc1	0.9	7.5	-5.5	-25.0	-8.6	1.9	-19.5
CO[C@H]1CN(C)C(=O)c2ccc(NC(=O)Nc3ccc(C(F)(F)F)cc3)cc2OC[C@H](C)NC[C@H]1C	6.4	-8.0	15.2*	-1.9	2.8	2.8	10.7
CSc1nc2ccccc2c(=O)n1Cc1ccc(F)cc1	nt	nt	nt	-3.1	1.4	nt	3.1
CC(C)N(C)Cc1nnnn1CC(=O)N(C)Cc1ccc(F)cc1	-4.6	-10.1	-5.0	-8.9	0.8	2.0	3.6
Cc1cccc2sc(NC(=O)CN3C(=O)NC4(CCCC4)C3=O)nc12	nt	nt	-1.7	4.0	-4.2	nt	1.0
O=C(N/N=C/c1ccco1)c1cc(C2CC2)nc2ccccc12	-0.3	nt	2.9	-2.1	3.5	nt	15.5
CCOc1ccc(C(Nc2cccnc2)c2cc(Cl)c3cccnc3c2O)cc1 (configuration not stated)	-1.4	nt	-1.5	-7.9	6.2	nt	-7.2
COc1ccc(OC)c(Nc2nc(N)c([N+](=O)[O-])c(N3CCOCC3)n2)c1	2.7	-37.9	-8.0	4.0	1.3	-1.1	-7.9
Cc1ccc(C23CC4CC(CC(C(=O)NCC(=O)O)(C4)C2)C3)cc1	-5.9	-13.1	-1.8	-1.5	-1.6	-12.4	-24.3
COc1ccc(NC(=O)COC(=O)CN2C(=O)C3CC=CCC3C2=O)c([N+](=O)[O-])c1 (configuration not stated)	6.0	-2.0	2.6	-1.2	1.1	-3.3	7.5
COc1cc2c(cc1OC)CN(C(=O)c1ccc3[nH]c(C)c(C)c3c1)CC2	nt	12.2	1.0	-3.4	-0.1	-1.6	-19.8
Cc1ccc(CSc2nnc(-c3ccc4c(c3)OCO4)o2)cc1	nt	33.7	nt	nt	nt	-2.0	-21.9
C[C@H](CO)N1C[C@H](C)[C@H](CN(C)Cc2ccncc2)Oc2c(NC(=O)c3ccncc3)cccc2C1=O	nt	13.9	2.9	-6.2	1.2	-8.9	1.4
COCCNC(=O)C1(C)CCN(C(=O)c2cc(C)nn2C(C)(C)C)C1 (configuration not stated)	5.1	-0.3	nt	-11.9	0.1	-1.0	1.8
O=C(CC1Oc2ccccc2NC1=O)NC1CCCC1 (configuration not stated)	-0.1	1.7	nt	-4.7	-1.3	-0.1	-14.8
O=C(C1CCCN(S(=O)(=O)c2cc(Cl)ccc2Cl)C1)N1CCCCCC1 (configuration not stated)	5.3	nt	2.1	-4.1	5.1	nt	-18.5
CCOC(=O)C1(Cc2ccc(OC)cc2)CCN(C(=O)[C@@H]2CCCN2C(C)=O)CC1	5.4	nt	-4.3	0.3	0.1	nt	-0.7
c1cc2[nH]c3ccncc3c2cn1	0.1	1.5	-3.1	1.5	-32.9	2.6	nt
CCOC(=O)N1CCC(NC(=O)c2cc3c(=O)n(C)c4ccccc4c3n2C)CC1	8.4	3.1	nt	-4.5	-1.5	-2.0	9.3
Cc1nc2sc(C(c3ccco3)N3CCN(C(c4ccccc4)c4ccccc4)CC3)c(O)n2n1 (configuration not stated)	-4.8	42.9	1.7	-2.3	-0.2	5.2	-10.8
COc1ccccc1N(CC1CO1)S(=O)(=O)c1ccc(C)cc1 (configuration not stated)	3.3	-2.3	-6.3	-1.0	0.1	-4.3	-6.7
COC(=O)C[C@H]1CC[C@@H]2[C@@H](COc3ccc(NC(=O)c4cccc(F)c4)cc3C(=O)N2C)O1	-10.0	7.8	-0.4	-0.9	1.0	-1.8	-4.2
Cc1ccc(C)c(CSc2nnc(C)c(=O)n2N)c1	nt	nt	-0.9	-5.0	-0.4	nt	34.0
Cc1noc(C)c1S(=O)(=O)Nc1ccc2c(c1)C(=O)N([C@H](C)CO)C[C@@H](C)[C@@H](CN(C)Cc1ccncc1)OCCCC[C@@H](C)O2	nt	nt	0.7	4.0	-2.1	-7.8	15.3
C#CCNC(=O)C[C@@H]1C[C@@]2(C(=O)OCC)CCCC=C2N(CCCCCCCC)C1=O	nt	nt	16.9*	-5.0	7.0	nt	-3.9
Cc1cc(=O)oc2cc(OCc3ccc(C(=O)OCC(=O)Nc4ccccc4OC(F)F)cc3)ccc12	9.1	nt	-2.8	13.6	-0.8	nt	-15.9
O=C(NC1CCS(=O)(=O)C1)c1ccc(Br)o1 (configuration not stated)	-10.1	-4.2	-4.2	-1.7	-1.2	-5.4	-1.4
COc1ccc(S(=O)(=O)N2CCCCC2)cc1NC(=O)c1ccc(Cl)nc1	1.2	6.4	0.7	5.0	3.5	-3.6	-24.2
Cc1ccc(NC(=O)CSc2nnc(C3CC3)n2CC2CCCO2)c(C)c1 (configuration not stated)	7.8	12.5	-1.4	-0.2	0.5	1.0	18.4
CC(C)CC#Cc1ccc2c(c1)O[C@@H](CN(C)Cc1cccnc1)[C@@H](C)CN([C@@H](C)CO)S2(=O)=O	-7.8	10.9	11.0	12.2	3.2	-3.8	-12.9
Cc1cc(C(=O)Nc2ccc3c(c2)C(=O)N(C)[C@@H]2CC[C@H](CC(=O)O)O[C@@H]2CO3)no1	9.2	10.1	nt	nt	nt	2.3	1.0
Cc1cc(C(=O)Nc2cccc3c2O[C@@H](CN(C)Cc2ccc(-c4ccccc4)cc2)[C@H](C)CN([C@@H](C)CO)C3=O)n(C)n1	nt	-21.1	-7.7	6.7	2.4	0.0	-2.2
CCCCn1nc(C(=O)Nc2ccc(S(=O)(=O)Nc3ncccn3)cc2)c2ccccc2c1=O	11.0	nt	3.5	-22.4	-2.3	nt	-15.3
O=C(NCC[C@H]1CC[C@@H](NS(=O)(=O)c2cccc(F)c2)[C@@H](CO)O1)C1CCCC1	-2.5	-3.7	-3.1	1.1	-0.9	-3.2	-0.8
COc1ccc(N2CC(C(=O)N3CCN(S(=O)(=O)c4ccc(F)c(F)c4)CC3)CC2=O)c(OC)c1 (configuration not stated)	-12.5	7.3	-0.5	-4.1	-160.3	3.6	9.7
COCCNC(=O)C1(C)CCN(C(=O)c2cc(C)n(C(C)(C)C)n2)C1 (configuration not stated)	0.5	-8.7	nt	-5.2	0.4	-6.7	10.4
C[C@@H]1CN([C@H](C)CO)C(=O)Cc2cc(NC(=O)Nc3ccc(F)cc3)ccc2O[C@@H]1CN(C)CC1CCCCC1	nt	-1.7	-2.7	8.1	-2.3	9.1	?
C[C@@H]1CCCCO[C@H](CN(C)S(=O)(=O)c2cn(C)cn2)[C@@H](C)CN([C@H](C)CO)C(=O)c2cc(NC(=O)C3CCCCC3)ccc2O1	nt	12.7	3.6	6.8	-6.1	-2.0	6.4
O=C(CCCc1cccs1)Nc1nccs1	-23.3	nt	-2.1	3.9	-0.3	nt	nt
CNC[C@@H]1OCCCC[C@@H](C)Oc2ccc(NS(C)(=O)=O)cc2C(=O)N([C@H](C)CO)C[C@@H]1C	nt	-11.8	-3.7	0.3	-3.8	1.5	-7.8
CN(C)C(=O)[C@@H]1[C@@H](CO)[C@@H]2Cn3c(ccc(C4=CCCC4)c3=O)[C@H]1N2C(=O)c1ccccc1	nt	-20.2	-23.0	5.2	4.6	-0.3	7.1
CN1CCN(S(=O)(=O)c2ccc(NC(=O)c3ccc(F)cc3Cl)cc2)CC1	-2.2	-4.4	8.1	3.8	-0.9	-5.6	1.3
COc1ccccc1NC(=S)NCc1ccccc1Cl	0.6	3.3	-6.8	-7.9	-1.8	1.9	13.2
O=C(N/N=C/c1ccc([N+](=O)[O-])o1)C1CCCC1	-1.0	-1.9	1.5	12.7	22.6	-0.9	-2.6
COc1ccccc1N1CCN(S(=O)(=O)CCNC(=O)C2CC(=O)N(c3ccccc3)C2)CC1 (configuration not stated)	27.0	25.0	4.4	-2.7	-2.0	4.4	-0.8
COCC(=O)N1[C@@H](C#N)[C@H](c2ccccc2-c2cccc(F)c2)[C@@H]1CO	-7.0	nt	3.0	-2.6	-0.4	nt	13.8
C[C@@H]1CN([C@H](C)CO)C(=O)c2cc(-c3ccncc3)cnc2O[C@@H]1CN(C)C(=O)C1CCOCC1	2.6	nt	-1.3	6.3	-0.2	-5.7	6.4
O=C(COC(=O)c1ccco1)Nc1ccc(Br)cc1	nt	7.0	0.7	0.7	0.0	-5.4	1.3
COCC(=O)N1CC[C@H]2[C@H](CO)Nc3ccc(C#Cc4ccccc4)cc3[C@H]21	5.7	-2.2	4.4	4.8	2.1	-3.5	-5.6
O=C(Nc1ccccc1)Nc1nnc(-c2ccccc2)o1	-1.6	9.2	nt	nt	nt	6.6	nt
CCOC(=O)c1cccc(NC(=O)N2CCOCC2)c1	-4.8	-2.2	6.7	0.2	4.0	-2.6	0.6
N#Cc1cccc(NC(=O)COC(=O)c2cc(S(=O)(=O)Nc3ccccc3Cl)ccc2O)c1	5.3	3.1	2.1	4.7	-0.5	10.9	-1.4

Look-ups from the entries so far.
Cc1cccc2sc(NC(=O)CN3C(=O)NC4(CCCC4)C3=O)nc12 in Casp6 inh: -4.2
C[C@H](CO)N1C[C@H](C)[C@H](CN(C)C(=O)Nc2ccc(C(F)(F)F)cc2)Oc2ccc(NC(=O)CCC(F)(F)F)cc2C1=O in SIRT5 inh: 1.0
CCOc1ccc(C(Nc2cccnc2)c2cc(Cl)c3cccnc3c2O)cc1 (configuration not stated) in SIRT5 inh: -1.5
CCn1c(SCc2ccc(Cl)c(Cl)c2)nnc1C(C)NC(=O)c1ccc(OC)cc1 (configuration not stated) in FN deposit inh: 4.0

Compound profiles (already shown). Order of screens: FN deposit inh | Statin myotox sup | SIRT5 inh | S100A4 inh HTS | Casp6 inh | esBAF inh | LGR2 antag
Results for `CNC[C@@H]1OCCCC[C@@H](C)Oc2ccc(NS(C)(=O)=O)cc2C(=O)N([C@H](C)CO)C[C@@H]1C` → nt | -11.8 | -3.7 | 0.3 | -3.8 | 1.5 | -7.8
Results for `C[C@@H]1CCCCO[C@H](CN(C)S(=O)(=O)c2cn(C)cn2)[C@@H](C)CN([C@H](C)CO)C(=O)c2cc(NC(=O)C3CCCCC3)ccc2O1` → nt | 12.7 | 3.6 | 6.8 | -6.1 | -2.0 | 6.4

High-throughput results as filed in PubChem.

These rows are one share of the data; count on the stated rates, not on these rows.
